Screening results as filed in PubChem BioAssay.
Growth percent in the NCI-60 one-dose screen (48 h, 10 µM unless noted): 100 = growth as untreated, 0 = no growth, -100 = all killed.
MALME-3M – MALME-3M melanoma; 78,000 tested, 5.8% active; AID 1794766
SK-MEL-2 – SK-MEL-2 melanoma | 77,000 tested, 4.7% active | AID 1794763
MCF7 – MCF7 breast cancer | 82,000 tested, 6.3% active | AID 1794796
T-47D – T-47D breast cancer | 79,000 tested, 5% active | AID 1794792
MDA-MB-231 – MDA-MB-231 breast cancer | 81,000 tested, 5% active | AID 1794789
LOX IMVI – LOX IMVI melanoma. 79,000 tested, 7.4% active. AID 1794757
HS 578T – HS 578T breast cancer; 78,000 tested, 4.1% active; AID 1794788
BT-549 – BT-549 breast cancer; 78,000 tested, 4.4% active
The depositor's hits bear a star; · = no result given; & = joins results of further samples; [ ] = another dose, or the depositor's remark. The calls were made as follows: active = growth percent below 10; inactive = the rest.

SMILES | MALME-3M | SK-MEL-2 | MCF7 | T-47D | MDA-MB-231 | LOX IMVI | HS 578T | BT-549
O=C(O)CNC(=O)CSc1nnc(-c2ccc(NC(=O)c3cccnc3)cc2)o1 | 108 | 108 | 108 | 103 | 108 | 102 | 106 | 127
CCOC(=O)/C=C/COC(=O)[C@@H]1CCCN1C(=O)CNC(=O)OC(C)(C)C | 106 | 99 | · | 98 | 106 | 100 | 100 | 107
CC(C)(C)OC(=O)N1CCCC1C(=O)NC(c1ccccc1)c1ccccc1 (stereo unspecified) | 104 | 101 | 89 | 86 | 113 | 97 | 102 | 102
CC(=O)N[C@H](Cc1ccc(O)cc1)C(=O)N[C@H](CCCN=C(N)N)C(=O)N[C@H](Cc1ccccc1)C(N)=O | 106 | 99 | 92 | 97 | 106 | 99 | 105 | 103
COc1cc(CNC(=O)/C=C/c2ccccc2)ccc1OCc1cn(-c2ccccc2)nn1 | 95 | 105 | 97 | 87 | 102 | 96 | 103 | 98
Oc1ccc(CCl)c2cccnc12 | 37 | 81 | 5.6* | 30 | 95 | 55 | 80 | 67
COc1cc(NC(=S)Nc2ccc3c(ccn3C(=O)c3cccc(F)c3)c2)cc(OC)c1 | 98 | 105 | 101 | 100 | 102 | 111 | 116 | 95
O=C1C(Cl)=C(Cl)C(=O)c2c1nc1n2CCCC1 | 73 | 88 | 70 | 48 | 96 | 86 | 105 | 95
C/C(=N\NC(=O)CSc1nc2ccccc2c(=O)n1Cc1ccc(S(N)(=O)=O)cc1)c1ccccc1 | 105 | 97 | 92 | 96 | 92 | 96 | 87 | 106
Cc1nc2ccccc2nc1NNC(=O)Nc1cccc(Cl)c1 | 88 | 78 | 72 | 44 | 75 | 85 | 82 | 83
Nc1cccc2cn[nH]c12 | 117 | 104 | 88 | 91 | 102 | 97 | 90 | 91
CC[C@H](CC[C@@H](C)[C@H]1CC[C@H]2[C@@H]3CC[C@@H]4CC(=O)/C(=C\c5ccncc5)C[C@]4(C)[C@H]3CC[C@]12C)C(C)C | 100 | 105 | 96 | 100 | 104 | 96 | 99 | 95

The closing three entries of the section before lead into the next.
SMILES | MALME-3M | SK-MEL-2 | MCF7 | T-47D | MDA-MB-231 | LOX IMVI | HS 578T | BT-549
Cc1nc2ccccc2nc1NNC(=O)Nc1cccc(Cl)c1 | 88 | 78 | 72 | 44 | 75 | 85 | 82 | 83
Nc1cccc2cn[nH]c12 | 117 | 104 | 88 | 91 | 102 | 97 | 90 | 91
CC[C@H](CC[C@@H](C)[C@H]1CC[C@H]2[C@@H]3CC[C@@H]4CC(=O)/C(=C\c5ccncc5)C[C@]4(C)[C@H]3CC[C@]12C)C(C)C | 100 | 105 | 96 | 100 | 104 | 96 | 99 | 95
COc1ccc(C(=O)/C=C/c2ccc(N3CCN(C)CC3)cc2)cc1OC | 94 | 104 | 67 | 83 | 97 | 33 | 104 | 84
C=C1C(=O)O[C@H]2[C@H]1CC/C(COC(=O)/C=C/C(=O)O)=C\CC[C@@]1(C)O[C@@H]21 | 87 | 105 | 99 | 91 | 92 | 95 | 91 | 97
Cc1ccccc1OCCSc1nc2ccc(NC(=O)c3cccs3)cc2s1 | 109 | 84 | 90 | 88 | 88 | 84 | 105 | 87
CCOC(CNCc1cc(C)c2[nH]c3ccccc3c2c1C)OCC | · | 62 | 81 | 85 | 63 | 77 | 85 | 76
CC1CCN(CCOc2ccc(CNc3ccc4nc(CCC5CCCCC5)[nH]c4c3)cc2)CC1 | -86* | -50* | 5.4* | -33* | 0.1* | -86* | 27 | 68
Cc1ccc(C(=O)Nc2ccc(CCN3CCOCC3)cc2)cc1Nc1ncnc2nc[nH]c12 | 106 | 100 | 93 | 90 | 110 | 96 | 108 | 101
C[C@]12CCC(=O)C=C1CC[C@@H]1[C@@H]2[C@@H](O)C[C@]2(C)/C(=C\CO)CC[C@@H]12 | 136 | 108 | 103 | 105 | 105 | 90 | 101 | 104
CC(C)=CCC1=C(O)c2ccccc2C(=O)C1=O | 96 | 100 | 65 | 97 | 69 | 31 | 80 | 71
CC(=O)c1ccc(Oc2nccc(-c3ccc(Cl)cc3)n2)cc1 | 98 | 99 | 102 | 74 | 101 | 88 | 92 | 95
Cc1ccc(NC2CC(=O)N(c3c(C)cc(C)cc3C)C2=O)c(C)c1 (stereo unspecified) | 98 | 112 | 93 | 99 | 103 | · | 104 | 113
Cc1ccc(C(=O)Nc2cccc(C#Cc3cccc4[nH]nc(N)c34)c2)cc1C(F)(F)F | 6.0* | 29 | 60 | 46 | 55 | 25 | 47 | 87
OC(COc1ccc(Cl)cc1)CN1CCCCC1 (stereo unspecified) | 113 | 109 | 103 | 108 | 121 | 104 | 120 | ·

Three compounds picked at random from those above:
SMILES | MALME-3M | SK-MEL-2 | MCF7 | T-47D | MDA-MB-231 | LOX IMVI | HS 578T | BT-549
Cc1ccccc1OCCSc1nc2ccc(NC(=O)c3cccs3)cc2s1 | 109 | 84 | 90 | 88 | 88 | 84 | 105 | 87
CC(=O)c1ccc(Oc2nccc(-c3ccc(Cl)cc3)n2)cc1 | 98 | 99 | 102 | 74 | 101 | 88 | 92 | 95
CCOC(CNCc1cc(C)c2[nH]c3ccccc3c2c1C)OCC | · | 62 | 81 | 85 | 63 | 77 | 85 | 76

The results go on:
SMILES | MALME-3M | SK-MEL-2 | MCF7 | T-47D | MDA-MB-231 | LOX IMVI | HS 578T | BT-549
CC1(C)C(=Nc2ccccc2)C(C)(C)C1=Nc1ccccc1 | 85 | 91 | 94 | 100 | 106 | 93 | 108 | 100
Cc1cccc(Nc2ccccc2C(=O)O)c1C | 128&99 | 116&116 | 104&100 | 110&111 | 107&107 | 107&101 | 117&112 | 117&117
CC1=C[C@@H]2c3c(c(O)c(O)c4oc5cc(O)cc(O)c5c(=O)c34)[C@@H](c3cc(O)c(O)c4oc5cc(O)cc(O)c5c(=O)c34)[C@@H]2C(C)(C)C1 | -10* | -22* | -45* | · | -38* | -98* | 8.1* | 12
COc1cc(-c2ccc(NC(=O)NCN3CCOCC3)c(OC)c2)ccc1NC(=O)NCN1CCOCC1 | 100 | 102 | 98 | 104 | 103 | 101 | 107 | 100
CCOC(=O)c1cc2c(n1Cc1ccc(OC)cc1)-c1[nH]c(=O)c(S(=O)(=O)c3ccccc3)cc1CCC2 | 95 | 56 | 90 | 82 | 93 | 96 | 88 | 90
O=C(CNc1nc(-c2ccccc2)cs1)Nc1ccccc1Cl | 102 | 82 | 68 | 67 | 81 | 72 | 68 | 61
O=C1NC(=S)S/C1=C\c1cn(-c2ccccc2)nc1-c1ccc([N+](=O)[O-])cc1 | -5.5* | -29* | 6.2* | 6.7* | 25 | 29 | 30 | -16*
Cc1c(C(=O)NCCc2ccc(N3CCC[C@H]3C)cc2)[nH]c2ccc(Cl)cc2c1=O | 86 | 64 | 73 | 46 | 87 | 75 | 89 | 66
CCCC(=O)Oc1ccc(/C(=C(\C)c2ccccc2)c2ccc(OCCCN(C)C)cc2)cc1 | 105 | 119 | 34 | 63 | 115 | 95 | 105 | 101
CCCCCC1(C=O)NC(=O)NC1=O (stereo unspecified) | 113 | 94 | 96 | 95 | 101 | 101 | 105 | 94
Brc1ccc(Br)s1 | 111 | 94 | 95 | 103 | 96 | 117 | 115 | 100
C/C(=C(/c1ccc(O)cc1)c1ccc(OCCN2CCCC2)cc1)c1ccccc1 | 8.0* | 63 | 22 | 29 | 50 | -50* | 67 | 64
COc1ccc2c(c1)[n+](=O)c(C(=O)NCCc1ccccc1)c(C)n2[O-] | 118 | 84 | 105 | 98 | 120 | 120 | 105 | 78
C#Cc1cccc(NC(=O)Nc2cccc(NC(=O)CCl)c2)c1 | -50*[8.25 µM] | 6.5*[8.25 µM] | 4.6*[8.25 µM] | 28[8.25 µM] | -61*[8.25 µM] | -94*[8.25 µM] | 30[8.25 µM] | -15*[8.25 µM]
Nc1c(C(=O)Nc2ccc(C(F)(F)F)cc2)sc2nc(-c3cnccn3)cc(-c3cccs3)c12 | 89 | 101 | 76 | 90 | 66 | · | 70 | 23
COc1ccc([C@@H]2c3[nH]c4ccccc4c3C[C@@H]3C(=O)N(C4CCN(CC5CCCCC5)CC4)CC(=O)N23)c(OC)c1 | 99 | 111 | 76 | 86 | 72 | 94 | 95 | 84
COc1cc(/C=C/C(=O)c2cccc(NC(=O)CSc3nc4ccccc4c(=O)n3-c3ccccc3)c2)cc(OC)c1OC | 99 | 105 | 77 | 95 | 102 | 87 | 109 | 112
Cc1csc(NC(c2ccccc2)c2cn(C)c3ccccc23)n1 (stereo unspecified) | 90 | 112 | 103 | 71 | 96 | 95 | 88 | 96
NC(=O)SCC(=O)Nc1ccc(S(N)(=O)=O)cc1 | · | 111 | 104 | 98 | 106 | 97 | 100 | 111
Cc1ccc2nc(NC(=O)CSc3nc(Nc4ccccc4)c(C#N)c(-c4ccccc4)n3)sc2c1 | 85 | 96 | 89 | 94 | 86 | 81 | 79 | 91
CC(=O)OCCCCCNc1ccccc1 | 103 | 102 | 109 | 103 | 98 | 100 | 107 | 102
CCc1ccc(-c2c(-c3cc(OC)c(OC)c(OC)c3)nc3sc(CC)nn23)cc1 | 87 | 86 | 32 | 92 | 81 | 100 | 80 | 115
CCC#CCn1cnc2c(OC)ncnc21 | 104 | 104 | 87 | 86 | 102 | 97 | 91 | 97
CCCCCCCCN(CCCCCCCC)CCCCCCCCCN1CCCc2cc(OC)ccc21 | 104 | 101 | 96 | 74 | 90 | 89 | 91 | 95

Molecules from the list above with a tert-butyl group:
SMILES | MALME-3M | SK-MEL-2 | MCF7 | T-47D | MDA-MB-231 | LOX IMVI | HS 578T | BT-549
CCOC(=O)/C=C/COC(=O)[C@@H]1CCCN1C(=O)CNC(=O)OC(C)(C)C | 106 | 99 | · | 98 | 106 | 100 | 100 | 107
CC(C)(C)OC(=O)N1CCCC1C(=O)NC(c1ccccc1)c1ccccc1 (stereo unspecified) | 104 | 101 | 89 | 86 | 113 | 97 | 102 | 102

(cont.)
SMILES | MALME-3M | SK-MEL-2 | MCF7 | T-47D | MDA-MB-231 | LOX IMVI | HS 578T | BT-549
Cc1cc([N+](=O)[O-])c(C)cc1I | 102 | 102 | 94 | 89 | 111 | 96 | 104 | 100
O=C(N[C@@H](C1CC1)C(F)(F)F)c1cc(-c2cnn3cc(-c4ccc(F)cc4)cnc23)cs1 | 95 | 117 | 62 | 87 | 75 | 68 | 69 | 102
CCCC(=O)OCC(COC(=O)CCC)OC(=O)CCC | 107 | 99 | 94 | 85 | 109 | 101 | 99 | 106
O=[N+]([O-])c1cccc2cnccc12 | 106 | 123 | 100 | 99 | 87 | 91 | 101 | 113
CCOC(=O)NN(C(=O)OCC)c1ccccc1C | 118 | 123 | 116 | 106 | 100 | 95 | 96 | 112
O=c1[nH]c2ccccc2c(-c2ccccc2)c1O | 86 | 92 | 95 | 93 | 92 | 94 | 94 | 102
O=C(Nc1ccc(F)c(F)c1)c1cc(-c2ccc(F)cc2F)ccc1O | -14* | -11* | 0.6* | 3.6* | 4.1* | 2.9* | -0.4* | -1.2*
CCCCNc1nc(NN2C(=O)c3cccc4cccc(c34)C2=O)nc(-n2cnc3ccccc32)n1 | 105 | 99 | 73 | 75 | 88 | 87 | 82 | 99
OC(c1ccc(Cl)cc1)C(Nc1ccccc1)c1ccc(Cl)cc1 (stereo unspecified) | 99 | 121 | 100 | 92 | 93 | 87 | 91 | 86
Cc1ccc2c(c1)c(-c1nc(-c3c[nH]c4ncccc34)cs1)cn2C(=O)OC(C)(C)C | · | 81 | 72 | 55 | 71 | · | 95 | 87
COC(=O)c1[nH]cnc1/N=N/N(C)CCO | 119 | 108 | 96 | 91 | 118 | 101 | -27* | 98
CC1Cc2ccccc2N1 (stereo unspecified) | 104 | 107 | 88 | 103 | 97 | 100 | 102 | 96
COc1cc2c(c(OC)c1OC)C(=O)CC(c1cccc(NC(=O)[C@@H](N)CC(C)C)c1)O2 (stereo partly specified) | 96 | 99 | 87 | 86 | 100 | · | 88 | 94
COC(=O)c1c(C(=O)OC)c2ccc3c4ccccc4ccc3n2c1C(=O)C(F)(F)F | 96 | 101 | 92 | 88 | 109 | 103 | 106 | ·
CSCCC1NC(=O)C(CC(N)=O)NC(=O)C2CCCN2C(=O)C2CSSCC(NC(=O)CNC(=O)C3CSSCC(NC(=O)CNC(=O)C(CCCNC(=N)N)NC1=O)C(=O)NCC(=O)NC(C(C)C)C(=O)NC1CSSCC(NC(=O)C(Cc4ccccc4)NC(=O)C(CCCNC(=N)N)NC(=O)C(NC(=O)CNC(=O)C(C)NC(=O)C4CCCN4C(=O)C(N)CC(N)=O)CSSCC(C(=O)NC(CCCCN)C(=O)NC(Cc4ccccc4)C(=O)O)NC1=O)C(=O)N3)C(=O)N2 (stereo unspecified) | 129 | 108 | 104 | 115 | 113 | 107 | 122 | 121
CCCS(=O)(=O)Oc1ccc(-c2cn3ccsc3n2)cc1 | 105 | 93 | 88 | 97 | 103 | 97 | 115 | 104
CC(=O)Nc1ccc(Sc2ccc(NC(C)=O)cc2)cc1 | 102 | 99 | 98 | 71 | 100 | 96 | 104 | 95
O=C1c2cccc3c(-c4ccccc4)ccc(c23)C(=O)N1c1nc2ccccc2s1 | 98 | 99 | 86 | 99 | 82 | 98 | 92 | 94
N#CC(C#N)=NNc1cccc2c1C(=O)c1ccccc1C2=O | 119 | 99 | 80 | 88 | 99 | 97 | 87 | 97
O=C(c1ccc(Cl)cc1)c1ccccc1Cl | 103 | 103 | 96 | 75 | 101 | 96 | · | 92
COc1ccc(-c2cc(-c3cccnc3)[nH]c(=O)c2C#N)cc1OC | 104 | 108 | 102 | 99 | 105 | 99 | 103 | 100
O=C(OCc1ccccc1)c1ccccc1C(=O)OCc1ccccc1 | 109 | 104 | 98 | 104 | 88 | 97 | 109 | 100
Cn1cc2c(c1-c1ccccc1)CCc1cnc(N)nc1-2 | · | 106 | 133 | 77 | 88 | 99 | 110 | ·
COc1ccc2nccnc2c1 | 98 | 94 | 90 | 89 | 104 | 95 | 103 | 98
COc1ccc(C(C#N)CC(=O)c2ccc3c(c2)OCO3)cc1OC (stereo unspecified) | 128 | 123 | 112 | 97 | 98 | 100 | 92 | 114

Not a hit list. Share with any hit: about 11%.
